# Screens: PubChem, several laboratories
# DYRK1A inh: inhibitors of rat Dyrk1A kinase | hit rate 0.43% among 310,000 | Q63470 | ADP-Glo luminescence, NFATc1 peptide | inhibition, % at 12.5 µM; in the data active = inhibition above about 50%;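 also: plate controls were vehicle with enzyme for no effect and no enzyme for full effect; many of its hits are not listed in these tables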
# KCNK3 inh: human KCNK3 channel inhibition, primary screen. CHO-KCNK3 thallium flux, FluxOR fluorescence; stronger effect = lower value. B-score at 10 µM. hit rate 0.84% among 340,000. AID 602410;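 active = B-score under library mean minus 4 SD, starting fluorescence ratio at most library mean plus 5 SD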;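 also: more negative B-score means stronger inhibition of thallium flux through KCNK3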
# Target sequence (O14649 whole entry, looked up): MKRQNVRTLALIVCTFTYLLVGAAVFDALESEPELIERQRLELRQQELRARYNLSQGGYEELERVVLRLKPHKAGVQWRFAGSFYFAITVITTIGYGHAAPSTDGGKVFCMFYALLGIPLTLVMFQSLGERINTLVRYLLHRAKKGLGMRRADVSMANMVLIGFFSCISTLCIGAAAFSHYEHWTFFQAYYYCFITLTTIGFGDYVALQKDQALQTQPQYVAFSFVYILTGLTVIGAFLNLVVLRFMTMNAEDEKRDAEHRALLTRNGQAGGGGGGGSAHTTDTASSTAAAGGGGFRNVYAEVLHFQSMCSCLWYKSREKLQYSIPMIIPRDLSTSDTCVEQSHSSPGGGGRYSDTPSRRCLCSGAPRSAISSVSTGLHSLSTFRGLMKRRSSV
# An asterisk follows results filed as active; i = inactive. The list is partial (hit frequency here may not be typical).
SMILES,DYRK1A inh,KCNK3 inh
CN(C)CC1CCC/C(=C\c2ccc(OC(=O)/C=C/c3ccccc3)cc2)C1=O (stereo not given),3,i
COc1cccc(C(CNc2ccc(S(=O)(=O)N3CCN(C)CC3)cc2[N+](=O)[O-])N(C)C)c1 (stereo not given),3,i
COC(=O)c1sc(S(=O)(=O)Nc2c(C)nn(C)c2C)c(C(=O)OC)c1C,7,i
O=C(O)Cc1cccc(=O)c(O)c1C(=O)O,-1,i
c1c[nH]c(CN2CCN(Cc3ncc[nH]3)CC2)n1,-2,i
CN(CC(=O)Nc1cccc(S(=O)(=O)N2CCCC2)c1)CC(=O)Nc1ccc(F)c(F)c1F,2,i
CCN(CC)c1ccc2cc(-c3nc(-c4cc5ccccc5oc4=O)cs3)c(=O)oc2c1,5,i
COC(=O)C(C)Sc1nnc(Cc2cc(=O)[nH]c(=O)[nH]2)n1-c1ccc(OC)cc1 (stereo not given),1,i
COc1ccccc1C=NN=Cc1ccccc1O,-1,i
CC1(C)CC(NC(=O)C2CCN(S(=O)(=O)c3ccc(Cl)c(C(F)(F)F)c3)CC2)CC(C)(C)N1,-1,i
COc1cccc(C=NNC(=O)C(C)SC(C)C(=O)NN=Cc2cccc(OC)c2)c1 (stereo not given),-2,i
O=[N+]([O-])c1ccc(NN=Cc2cccc3ccccc23)nc1,7,i
Cc1ccccc1NC(=O)COC(=O)COc1ccc2c(c1)CCC2,4,i
O=C(NC1CCN(Cc2ccccc2)CC1)c1ccccc1NS(=O)(=O)c1ccc(F)c(F)c1,6,i
Cc1cc(C)c(O)c(CN(C)Cc2cc(Cl)cc(Cl)c2O)c1,-10,i
CCCCN(C(=O)c1ccc(N2C(=O)c3ccccc3C2=O)cc1)c1c(N)n(CC(C)C)c(=O)[nH]c1=O,-4,i
Cc1ccc(S(=O)(=O)OCC(=O)Nc2ccc(C(=O)O)c(O)c2)cc1,6,i
Cc1nc(N)nc(N)c1-c1ccc(Cl)c(Cl)c1,0,i
O=[N+]([O-])c1ccc(CSCc2ccc([N+](=O)[O-])cc2)cc1,0,i
CCN(C[C@H]1N[C@@](C)(C(=O)OC)[C@H]2C(=O)N(C)C(=O)[C@@H]12)C(=O)C1CCCCC1,0,i
CC(=Nc1ccccc1)C1=C(O)C(CC(C)C)NC1=O (stereo not given),11,i
COc1cc(C(=C(CC(=O)O)C(=O)O)c2ccc3c(c2)OCO3)cc(OC)c1OC,-8,i
C=CC[C@@H](CC(=O)N(CCO)Cc1ccccc1)C(=O)N[C@H](COC(=O)[C@H](CC=C)CC(=O)OC(C)(C)C)Cc1c[nH]c2ccccc12,-2,i
CC(NCC(=O)NC(=O)NCCC1=CCCCC1)c1ccc(S(N)(=O)=O)cc1 (stereo not given),-2,i
CCN(C(=O)CSc1n[nH]c(-c2cc(Cl)ccc2OC)n1)C1CCS(=O)(=O)C1 (stereo not given),7,i
CC(=O)C1(C)CCC2C3C=C(C)C4=CC(=O)CCC4(C)C3CCC21C (stereo not given),-3,i
CC(Oc1ccc(F)cc1)C(=O)Nc1cc(S(=O)(=O)N2CCCCC2)ccc1N1CCN(C)CC1 (stereo not given),6,i
CC1(c2ccccc2)C(C#N)C(=O)NC(=O)C1C#N (stereo not given),2,i
CCOC(=O)C1=C(CC)Nc2ccccc2N=C1NC(=O)c1ccc(OC)c(S(=O)(=O)N2CCOCC2)c1,-3,i
Nc1cc2c(cc1N)-c1ccccc1C2,39,i
Cc1cccc(C2=NN(c3ccc(Br)cc3)[C@@H](C(=O)N3CCOC3=O)[C@@H]2C)c1,-6,i
CC12CCC(C3NC(=S)NN=C31)C2(C)C (stereo not given),4,i
CCN1C[C@@H]2[C@@H]3C(=O)N(Cc4ccccc4)C(=O)[C@@H]3[C@](C)(C1=O)N2C(=O)c1ccc(Cl)c(Cl)c1,-1,i
Cc1ccccc1NC(=O)COC(=O)c1n[nH]c(=O)c2ccccc12,2,i
CC1Cc2c([nH]c(=O)n(-c3ccccc3)c2=O)O1 (stereo not given),-1,i
O=S1(=O)CCOC[C@H](Cc2ccccc2)N1Cc1ccccc1Br,-4,i
COc1cc2c(cc1OC)C(=O)CCC2,-4,i
CC(=O)N1C(=O)/C(=C2\SC(=S)N(NS(=O)(=O)c3ccc(C)cc3)C2=O)c2ccccc21,1,i
ONC(=NCc1ccccc1)c1ccccc1,-1,i
O=C(CSc1nc(C2CC2)nc2ccccc12)N1CCc2ccccc21,-1,i
Cc1ccc(C(=O)NC2CC(C)(C)NC(C)(C)C2)cc1S(=O)(=O)N1CCOCC1,-6,i
Cc1cc(=O)n2cn[nH]c2n1,-5,i
CC1c2ccccc2N(S(=O)(=O)c2ccccc2)C1C (stereo not given),-2,i
CN(c1ccc(F)cc1)S(=O)(=O)c1ccc(Cl)c(C(=O)NCC2(N3CCOCC3)CCCCC2)c1,-6,i
C[C@H](NS(=O)(=O)c1ccc(Cl)cc1)C(=O)OCC(=O)NCCc1ccc(S(N)(=O)=O)cc1,-3,i
Cc1c2ccncc2cc2c1[nH]c1ccccc12,44,i
COC(=O)c1ccc(-c2csc(NC(=O)c3c(C)noc3C)n2)cc1,-10,i
CN(C)Cc1c[nH]c2nc[nH]c(=O)c12,9,i
C(=NN1CCCCCC1)c1ccc2ccccc2n1,2,i
CC(C)C(NC(=O)c1ccc(Cl)cc1Cl)C(=O)NCCc1ccccn1 (stereo not given),4,i
COc1ccc(C2CC(c3ccccc3F)=NN2c2ccc(S(N)(=O)=O)cc2)cc1 (stereo not given),-5,i
O=C(O)c1cc(S(=O)(=O)Nc2cc(Cl)ccc2Oc2ccccc2)ccc1O,-4,i
S=C(Nc1ccc2nc(-c3ccccn3)c(-c3ccccn3)nc2c1)N1CCCCC1,1,i
C=CCSc1nnc(CCc2ccccc2)n1N,7,i
CC12CCC(=O)C=C1CCC1C2C(O)CC2(C)C(c3csc(N)n3)CCC12 (stereo not given),1,i
O=C1C=C(N2CCN(c3ccccn3)CC2)C(=O)c2c(O)ccc(O)c21,0,i
COc1cccc(C=CC(=O)C=CC=Cc2ccccc2)c1,-3,i
CCOC(=O)C1CCCN(C(=O)c2ccc3c(c2)OCCO3)C1 (stereo not given),-9,i
CC(NC(=O)Cc1ccc(S(=O)(=O)N2CCOCC2)s1)c1ccc(Br)cc1 (stereo not given),0,i
Cc1[nH]c2ccccc2c1C1=CC(=O)C=CC1=O,16,-9.2*

# Structures listed above marked active in KCNK3 inh:
SMILES,DYRK1A inh,KCNK3 inh
Cc1[nH]c2ccccc2c1C1=CC(=O)C=CC1=O,16,-9.2*

# The results go on:
SMILES,DYRK1A inh,KCNK3 inh
COc1cccc(C=NNc2nc3ccccc3s2)c1OC,2,i
Cn1c(N)c(C(=O)CSc2nn(-c3ccccc3)c(=S)s2)c(=O)n(C)c1=O,-3,i
COc1ccc(CC(=O)Nc2ccc(F)c(S(=O)(=O)N3CCOCC3)c2)cc1,2,i
O=C1NC(=O)C(=Cc2ccc(Cl)c(Cl)c2)S1,44,i
Cc1cc(Cl)ccc1OCC(=O)N(Cc1ccco1)c1c(N)n(Cc2ccccc2)c(=O)[nH]c1=O,-2,i
CC[C@@H]1C(=O)[C@H](Cc2ccccc2)[C@H]2CCCC(=O)N3CC[C@@H]1[C@@H]23,-25,i
Cc1cc(C)c(S(=O)(=O)/N=C2/C=C(SCC(=O)O)C(=O)c3ccccc32)cc1C,13,i
Cc1sc2nc(CSCC(=O)N(CCC#N)c3ccccc3F)[nH]c(=O)c2c1C,6,i
CCCN=C1N(C)C[C@@H]2[C@@H]3C(=O)N(C)C(=O)[C@@H]3[C@](Cc3ccccc3)(C(=O)OC)N12,3,i
CC[C@]1(C(=O)OC)[C@H]2C(=O)N(C)C(=O)[C@H]2[C@H]2CN=C(SCc3ccc(C#N)cc3)N21,10,i
Cc1ccccc1NC(=O)Cc1nc(COC(=O)CC(C)c2ccccc2)cs1 (stereo not given),4,i
O=C(OCc1ccccc1)N1CCC2CC1c1cc(-c3ccccc3)ccc12 (stereo not given),1,i
Nc1cc2cccnc2cc1Cl,2,i
CCCn1c(SCC(=O)c2cc(C)n(-c3cc(C)on3)c2C)n[nH]c1=O,-3,i
Cc1cc(=O)[nH]c2ccc(Cc3ccccc3)cc12,0,i
COCCN(C(=O)c1cc(Cl)ccn1)c1c(N)n(Cc2ccccc2)c(=O)[nH]c1=O,-7,i
O=C1NCCNC1c1ccccc1 (stereo not given),-8,i
CC(C)(c1cc(Cl)c(O)c(CN2CCOCC2)c1)c1cc(Cl)c(O)c(CN2CCOCC2)c1,1,i
Cc1ccc(C(=O)NNC(=O)c2ccoc2C)s1,-10,i
CCC(CN(C)C)Oc1cc(NCc2ccccc2)c2ncn(C(C)C)c2c1 (stereo not given),11,i

# Reprinted from the part before: 7 entries, then new ones.
SMILES,DYRK1A inh,KCNK3 inh
CCCn1c(SCC(=O)c2cc(C)n(-c3cc(C)on3)c2C)n[nH]c1=O,-3,i
Cc1cc(=O)[nH]c2ccc(Cc3ccccc3)cc12,0,i
COCCN(C(=O)c1cc(Cl)ccn1)c1c(N)n(Cc2ccccc2)c(=O)[nH]c1=O,-7,i
O=C1NCCNC1c1ccccc1 (stereo not given),-8,i
CC(C)(c1cc(Cl)c(O)c(CN2CCOCC2)c1)c1cc(Cl)c(O)c(CN2CCOCC2)c1,1,i
Cc1ccc(C(=O)NNC(=O)c2ccoc2C)s1,-10,i
CCC(CN(C)C)Oc1cc(NCc2ccccc2)c2ncn(C(C)C)c2c1 (stereo not given),11,i
CCC1C/C(=C\c2cccnc2)C(=O)/C(=C/c2cccnc2)C1 (stereo not given),1,i
CNc1ccc(N=Nc2cccc3ncccc23)cc1,1,i
O=C1[C@H](Cc2ccccc2)NCCCC[C@H](c2ccc(Cl)cc2)N1Cc1ccccc1,-4,i
CC(=O)C1CCC2C3CCC4=CC(=O)C=CC4(C)C3C(=O)CC12C (stereo not given),-2,i
CCc1ccc(CN(C)C(C)C(=O)Nc2ccc(S(=O)(=O)N3CCCC3)cc2)cc1 (stereo not given),1,i
CCOCCCNC(=S)NCCCNc1nc2c(C)c(C)ccc2cc1C#N,6,i
O=C(COC(=O)c1ccc(F)cc1Cl)Nc1cccc(S(=O)(=O)N2CCOCC2)c1,-2,i
Cc1cc(N)ncc1[N+](=O)[O-],10,i
COC(=O)Cn1cnc(=O)c(C#N)c1/C=C/N(C)C,6,i
CC1CN(c2ccccn2)C(C)CN1C(=S)Nc1ccccc1 (stereo not given),-4,i
O=C(O)c1ccc([N+](=O)[O-])cc1,-1,i
C=CCOC1COC2C(OCC=C)COC12 (stereo not given),-1,i
CC1=CC(=O)Nc2cncnc2N1,1,i
O=C1C=CC(=O)N1c1ccc(Nc2ccccc2)cc1,-2,i
COC1=C(NCc2ccc3c(c2)OCO3)C(=O)C(OC)=C(NCc2ccc3c(c2)OCO3)C1=O,-5,i
O=C(c1ccc(Cl)c(S(=O)(=O)N2CCCC2)c1)N1CCN(Cc2ccccc2)CC1,2,i
Nc1nc2ccc(Br)cc2o1,36,i
COc1ccc(NC(=O)COC(=O)CNC(=O)COc2ccccc2)cc1OC,-2,i
O=C(NCCC(=O)N1O[C@@H]2C=C[C@H]1C2)OCC1c2ccccc2-c2ccccc21,-2,i
COc1ccc(C2CC(=O)Oc3cc(C)c(Cl)cc32)cc1 (stereo not given),-2,i

# 4 records drawn at random from those above:
SMILES,DYRK1A inh,KCNK3 inh
CC1=CC(=O)Nc2cncnc2N1,1,i
Nc1nc2ccc(Br)cc2o1,36,i
CCOCCCNC(=S)NCCCNc1nc2c(C)c(C)ccc2cc1C#N,6,i
O=C1[C@H](Cc2ccccc2)NCCCC[C@H](c2ccc(Cl)cc2)N1Cc1ccccc1,-4,i

# The list continues:
SMILES,DYRK1A inh,KCNK3 inh
CN(C(=O)c1ccccc1OCc1ccc(F)cc1)c1c(N)n(Cc2ccccc2)c(=O)[nH]c1=O,-4,i
CC(=O)OCC1OC(n2c(-c3ccc(Cl)cc3)ccc(C#N)c2=S)C(OC(C)=O)C(OC(C)=O)C1OC(C)=O (stereo not given),2,i
CC(C)Oc1ccc(S(=O)(=O)N2CCOCC2)cc1NC(=O)c1cccc(S(=O)(=O)N2CCCC2)c1,6,i
CN(C(=O)c1cccc(NC(=O)Cc2ccc(NC(=O)C3CCCN(S(=O)(=O)c4cccc([N+](=O)[O-])c4)C3)cc2)c1)C1CCCCC1 (stereo not given),1,i
Cc1nnc2ccc(-c3ccc(NS(=O)(=O)c4ccccc4)cc3)nn12,10,i
CCOC(=O)C1C(=O)C(=O)N(Cc2ccccc2)C1C(=O)OCC (stereo not given),-4,i
CCC(=O)c1ccc(OCC(=O)OCC(=O)Nc2cccc(S(=O)(=O)N3CCOCC3)c2)cc1,4,i
CC(C)[C@H](NC(=O)c1cccc(S(=O)(=O)N2CCOCC2)c1)C(=O)OCC(=O)Nc1cccc(Br)c1,-1,i
O=C(CSc1ccc(Br)cc1)Nc1cccc(S(=O)(=O)N2CCOCC2)c1,16,i
O=c1c([N+](=O)[O-])cn(Cc2ccccc2)c(=O)n1Cc1ccccc1,-4,i
Cc1ccc(NC(=O)CCN2CCN(CCO)CC2)cc1,3,i
CCN1C(=O)[C@H]2[C@H]3CN=C(SCc4ccc(C#N)cc4)N3[C@@](CC)(C(=O)OC)[C@H]2C1=O,3,i
Cc1nc(Cc2ccccc2)sc1CC#N,-3,i
COc1cccc(NC(=O)CN(C)C(=O)CCN2C(=O)C3CC=CCC3C2=O)c1 (stereo not given),5,i
CCCCN(C(=O)C1CC(=O)N(CCc2ccc(OC)c(OC)c2)C1)c1c(N)n(CC(C)C)c(=O)[nH]c1=O (stereo not given),-1,i
COC(=O)[C@H](C)N(Cc1ccc(Cl)c(Cl)c1)S(=O)(=O)CCNC1CCCC1,4,i
CN(Nc1cccc(Cl)c1)c1cccc(Cl)c1,0,i
CCCCn1nc(C(=O)N(CC(C)C)c2c(N)n(CCCC)c(=O)[nH]c2=O)c2ccccc2c1=O,1,i
Cc1ccc(S(=O)(=O)c2cc3c(=O)n4cccc(C)c4nc3n(CCc3ccccc3)c2=N)cc1C,-5,i
